# Compound activity from PubChem.
# FEN1 inh – inhibitors of human flap endonuclease 1; Recombinant FEN1 flap cleavage, fluorescence, 15 min; 390,000 compounds, 0.35% hits; P39748; Potency, µM (top dose mostly 114 µM), for the others: at the highest dose activity change, negative = inhibition, actives largely listed as inhibitors; further: nearly all actives have a fitted effect of over 65% in size
# Target sequence (P39748 whole entry, looked up): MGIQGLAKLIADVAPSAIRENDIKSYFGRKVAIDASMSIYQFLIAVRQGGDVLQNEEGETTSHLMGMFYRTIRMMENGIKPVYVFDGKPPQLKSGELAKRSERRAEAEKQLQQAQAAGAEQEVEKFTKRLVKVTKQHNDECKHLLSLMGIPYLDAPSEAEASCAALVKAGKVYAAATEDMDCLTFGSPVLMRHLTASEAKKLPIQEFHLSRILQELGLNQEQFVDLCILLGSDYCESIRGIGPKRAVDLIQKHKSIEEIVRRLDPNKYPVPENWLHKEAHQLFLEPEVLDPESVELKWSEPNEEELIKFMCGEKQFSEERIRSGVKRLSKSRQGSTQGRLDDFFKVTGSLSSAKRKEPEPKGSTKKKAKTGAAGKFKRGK
#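 Quantitative HTS format: each compound was titrated, incubated with 10 nM nuclease for 15 min at room temperature, then challenged with flap substrate at 50 nM final. Signal change over 15 min gave concentration–effect curves.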
# TDP1 cell CPT – DT40-hTDP1 cell growth loss with CPT; chicken DT40 Tdp1-/-;hTDP1 cells + 20 nM CPT, ATP luminescence, 48 h; Potency, µM (highest dose often 46.2 µM), inactives show at the highest dose activity change, negative = growth inhibition, most hits filed as inhibitors; 420,000 compounds, 12% hits; AID 686979; further: nearly all actives have a fitted effect of over 55% in size
#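 Chicken DT40 Tdp1-/- cells stably complemented with human TDP1 were seeded at 400 cells/well in medium containing 20 nM camptothecin, exposed to pin-transferred compounds, and grown at 37 °C for at least 48 hr. Viability was read as ATP luminescence.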
# N370S GC mod – inhibitors or activators of N370S glucocerebrosidase for Gaucher disease | Potency, µM (titrated, usually from 59.4 µM), for the others: at the highest dose activity change, negative = inhibition, hits mostly inhibitors | 330,000 compounds, 0.092% hits | N370S GC spleen homogenate, 4MU-glucoside fluorescence;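 further: 0% = full enzyme activity and -100% = no enzyme basal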
# Starred values were filed as active, the others as inactive; ? = inconclusive; / = not tested or not shown; & = joins results of further samples; [ ] = another dose, or the depositor's remark. The call rests on the fitted dose curve; in most records, active means well fitted curve in the direction sought with a large enough effect; inconclusive means small, poorly fitted or top-dose-only effect, or another doubt; inactive means no such curve, though single readings can be large; an effect the other way counts as inactive or inconclusive. Unless noted, on the % scale 0 is the no-effect control and ±100 the full control effect; potency means the concentration at half of the fitted maximal effect.
SMILES,FEN1 inh,TDP1 cell CPT,N370S GC mod
COc1ccccc1C(=O)Nc1cccc(C(=O)N2CCOCC2)c1,39%,10%,-1%
CC(=O)c1sc(NS(=O)(=O)c2ccc(C)cc2)nc1-c1ccccc1,16%,2%,-6%
CC(=O)N1CCN(Cc2nc3cc(NC(=O)Cn4nc(C)c5ccccc5c4=O)ccc3n2C)CC1,13%,7%,1%
Cc1ccc(C(=O)C(C)OC(=O)C2CC(=O)N(C3CCCCC3)C2)cc1 (stereo not drawn),-14%,-3%,1%
COc1ccccc1NC(=O)c1ccc(NC(=O)CSc2ncn[nH]2)cc1,-2%,4%,3%
Cc1ccccc1-n1nnnc1SCC(=O)c1c(N)n(C)c(=O)n(C)c1=O,7%,?,-4%
CC(NC(=O)CSc1ncccn1)c1ccc2c(c1)OCO2 (stereo not drawn),7%,-6%,/
OC(c1ccccn1)C(O)c1ccccn1 (stereo not drawn),0%,1%,/
Clc1ccc(CSc2snnc2-c2ccccc2)c(Cl)c1,-20%,-26%,30%
COc1cc(OC)c(NC(=O)c2noc3c2CSc2ccccc2-3)cc1Cl,-3%,-7%,/
O=C(CN1C(=O)NC2(CCCCC2)C1=O)N1CCN(S(=O)(=O)c2ccc(F)c(F)c2F)CC1,5%,?,-7%
CCCOc1ccc(C(=O)c2nc3c(n2O)CCCC3)cc1,-6%,-21%,1%
CC(=O)c1cccc(NC(=S)NC2CC2)c1,-7%,-4%,4%
O=C(NCc1ccccc1)c1cncc(Br)c1,-1%,?,1%
CCOC(=O)C1=C(C)Nc2ccccc2N/C1=N\S(=O)(=O)c1cccc(Cl)c1,-11%,-19%,/
O=c1c2c(nc3c(-c4ccc(Cl)cc4)c[nH]n13)CCCC2,-7%,3.5µM*,8%
COc1cc2ccccc2cc1C(=O)N/N=C/c1ccc2c(c1)OCO2,4%,4.6µM*,?
Cc1occc1-c1nnc(SCC(=O)N2CCOCC2)n1CCc1ccccc1,0%,-2%,3%
CC(=O)N(C)c1ccc(/C=C2\C=Cc3ccccc32)cc1,-20%,6.3µM*,/
CN(C)S(=O)(=O)c1ccc(Cl)c(NC(=O)COC(=O)CCSc2ccccc2)c1,-7%,2%,6%
O=C(Nc1ccc(S(=O)(=O)Nc2ncccn2)cc1)C1CC(=O)N(c2ccc(Cl)cc2)C1 (stereo not drawn),5%,4%,-5%
O=C(CN1CCc2ccccc21)NC(=O)NCc1ccco1,3%,-16%,3%
C=CCOC(=O)c1cn(CC)c2nc(C)ccc2c1=O,1%,8%,7%
CCOC(=O)c1csc(NC(=O)CCSc2ccccc2)n1,17%,?,-24%
Cc1nonc1C(=O)N/N=C/c1cc2c(cc1Br)OCO2,16%,-23%,11%
COc1ccccc1N1CCN(C(=O)c2cc(=O)c3c(C)cc(C)cc3o2)CC1,3%,-24%,-2%
CCC(C)Cn1c(COc2ccc(OC)cc2)nc2ccccc21 (stereo not drawn),-8%,?,/
Cc1cccc(-n2c(SCC(=O)NCc3ccco3)nnc2-c2ccco2)c1,-1%,0%,-10%
O=C(/C=C/c1ccccc1[N+](=O)[O-])N1CCN(c2ccccc2F)CC1,12%,?,23%
CC1=CC(c2ccccc2)n2nnnc2N1 (stereo not drawn),-3%,10%,-5%
CCn1c(=O)cc(SCC(=O)NCc2ccc(C)o2)c2ccccc21,-2%,15µM*,5%
COc1cc(C=NNC(=O)c2ccc(NS(=O)(=O)c3cccs3)cc2)cc(Br)c1O,-32%,-19%,/
CC(=O)Nc1ccccc1Sc1ccccc1,3%,-20%,-1%
O=C(NCCc1c[nH]c2ccccc12)c1ccc(F)cc1F,9%,?,-17%
c1ccc(C2CNCCc3ccccc32)cc1 (stereo not drawn),1%,?,-6%
Cc1cccc(NC(=O)c2cc(NC(=O)C3CCCCC3C(=O)O)ccc2N2CCOCC2)c1 (stereo not drawn),-1%,-16%,-3%
CCC(C(=O)NC1CCCC1)N(C(=O)Cn1nnc(-c2ccc(C)o2)n1)c1cnc2ccccc2c1 (stereo not drawn),-1%,?,2%[2.35 µM]
Cc1ccc(NCc2nc3ccccc3n2C)cc1,4%,?,13%
CCCCOC(=O)c1c(C)oc2c1cc(NS(=O)(=O)c1cc(OC)ccc1OC)c1ccccc12,-14%,?,/
Cn1cnnc1SCC(C)(C)NS(=O)(=O)c1ccc(Cl)cc1,4%,11%,-9%
Cn1c(=O)[nH]c(=O)c2c1nc(NN)n2CCOc1ccccc1,-5%,-16%,-8%
CC(=O)c1ccc(N(C(=O)Cn2nnc(-c3ccccc3)n2)C(C(=O)NC2CCCCC2)c2ccccn2)cc1 (stereo not drawn),-9%,-5%,0%
CCOc1cc(NC(=S)NCC2CCCO2)c(OCC)cc1NC(=O)c1ccc(OC)cc1 (stereo not drawn),5%,-3%,23%
CCC1(C)Cc2c(sc3nnn(CC(=O)Nc4ccccc4)c(=O)c23)CO1 (stereo not drawn),-15%,-16%,13%
Cc1ccc(NC(=O)c2cnc(SCC(=O)N3CCCc4ccccc43)n(C)c2=O)cc1C,17%,-5%,/
CCOC(=O)C1CCN(C(=O)c2ccc3c(c2)OCCO3)CC1,-4%,-4%,/
Clc1ccc2nc(SCc3nnc(-c4ccccc4)o3)[nH]c2c1,-1%,5%,11%
CCc1ccc(Nc2ncc3c(n2)CC(c2ccc(OC)cc2)CC3=O)cc1 (stereo not drawn),-7%,?,9%
COc1ccccc1NC(=O)NC1(C(=O)N2CCCCC2)CCCCC1,4%,-21%,4%
O=S1(=O)CCN(Cc2ccc(Cl)cc2)CC1,4%,?,8%
COc1cccc(Cn2c(=O)c(-c3cc(F)cc(F)c3)nc3cnc(N(C)C)nc32)c1,/,7%,3%
COc1ccc(C(=O)NC(=S)Nc2ccccc2F)cc1,-1%,3%,1%
Cc1nc(SCC(=O)Nc2ccccc2Cl)c2c(C)c(C)sc2n1,4%,?,/
O=C(CCNC(=O)c1ccc([N+](=O)[O-])cc1)NC1CCCCC1,5%,-25%,0%
COc1ccccc1-c1nnc(N(C)C(=O)C2CCCO2)s1 (stereo not drawn),-5%,1%,5%
CCC(C(=O)NCc1ccc2c(c1)CCN2C(=O)c1ccc(F)cc1)c1ccccc1 (stereo not drawn),-8%,4%,/
CCCOC(=O)C1=C(C)NC2=C(C(=O)CCC2)C1c1cc(OC)ccc1OC (stereo not drawn),5%,-3%,-10%
CC(C)(C)OC(=O)N1CCN(C(=O)[C@H](Cc2ccc(O)cc2)n2cc(CCO)nn2)CC1,5%,-12%,-13%
COc1ccc(NC(=O)NC2CCCc3ccccc32)c(OC)c1 (stereo not drawn),-10%,?,-4%
O=C(COC(=O)C1CCC1)NCc1ccccc1Cl,-1%,-26%,-11%[2.35 µM]

# Later entries.
SMILES,FEN1 inh,TDP1 cell CPT,N370S GC mod
CCN(Cc1ccccc1)C(=O)CCS(=O)(=O)c1ccc2c(c1)CCN2C(C)=O,-14%&-8%,?,-5%
Cc1ccc(-c2cc3ccccc3nc2N2CCOCC2)cc1,0%,-27%,9%
CCOc1ccccc1CN1CCC(n2nccc2NC(=O)CCCc2ccccc2)CC1,1%,?,-13%
COc1ccc(C(C)=O)cc1CS(=O)(=O)CC(=O)O,0%,20%,0%
O=C(c1ccc([N+](=O)[O-])cc1)N1C=CC(C(F)(F)F)=NCC1,0%,10%,-9%
S=C(S)O[C@@H]1C[C@@H]2C[C@H]1[C@@H]1CCC[C@H]21,/,-30%,-5%
CCN(CC)c1ccc(/C=N/NC(=O)c2c(Cl)cnn2C)c(O)c1,3%,3.7µM*,5%
C=CCc1cc2c(oc(=O)c3ccccc32)c(C)c1O,2%,9%,6%
Cc1ccsc1/C=N/NC(=O)c1c[nH]c2ccccc12,-18%,?,26%
CCCNC(=O)CN(C)S(=O)(=O)c1c(C)cc(C)cc1C,-5%,-5%,24%
Cc1ccc(NC(=O)NCCN2CCCCC2)cc1,-1%,-19%,1%
CCCNC(=O)CN(C)CC(=O)Nc1ccccc1C#N,2%,27%,-10%
Cc1cccc(C(=O)NCC(=O)OCC(=O)N2CC3(C)CC2CC(C)(C)C3)c1 (stereo not drawn),-4%,2%,4%
CC(C)(C)c1cc[n+](-c2[nH]c(=O)sc2/C=N/NC([S-])=Nc2ccccc2)cc1,-3%,26%,-11%
COc1ccc(CN2CC(C(=O)NCCN3CCN(c4ccccc4F)CC3)CC2=O)cc1 (stereo not drawn),6%,-19%,-21%
COc1ccc(OC)c(C2CC(c3c(-c4ccccc4)c4cc(Cl)ccc4[nH]c3=O)=NN2S(C)(=O)=O)c1 (stereo not drawn),-2%,?,8%
CC(Sc1nnc(-c2ccc(Cl)cc2)n1N)C(=O)NCC1CCCO1 (stereo not drawn),2%,-1%,-8%
COc1ccc(CCNC(=O)Nc2ccc(F)cc2F)cc1OC,-5%,0%,-11%
CC(C)(C#N)NC(=O)C(=O)c1c(-c2ccccc2)cc2ccccn12,-9%,5%,-23%
CC1Cc2ccccc2N1CC(=O)Nc1ccc2c(c1)OCO2 (stereo not drawn),9%,-26%,8%
Cc1ccc(-n2c([O-])nc(-[n+]3ccccc3)c2C=O)cc1,-10%,-7%,-24%
CCOC(=O)CCCNC(=O)CCCNC(=O)C(c1ccccc1)c1ccccc1,-15%,-1%,-2%
CCC1CCCN1Cn1cnc2c([nH]c3ccc(Cl)cc32)c1=O (stereo not drawn),-7%,-7%,-2%
C=CCC1CCCC(=O)N2CC[C@H](O)C12 (stereo partly drawn),-1%,-23%,3%[136 µM]
CCN(CCn1cccn1)C(=O)c1cc(COc2c(F)cccc2F)on1,-14%,3%,-3%
CCC(C)NC(=O)Cn1cnc2sc(C)c(S(=O)(=O)N3CCN(c4ccccc4OC)CC3)c2c1=O (stereo not drawn),13%&-3%,8%&-8%,-7%
COc1cc(CN2CCN(Cc3ccc(C)cc3)C(CCO)C2)cc(OC)c1O (stereo not drawn),-1%,21µM*,7%
CCOC(=O)c1ccc(NC(=O)Cn2cc(C(=O)c3ccc(CC)cc3)c(=O)c3ccc(C)nc32)cc1,1%,12µM*,/
CCOc1[nH]n(-c2ccccc2)c(=O)c1C=NCc1cccnc1,21%,2%,10%
CC(OC(=O)CNC(=O)c1ccc(F)cc1)C(=O)Nc1ccc(S(=O)(=O)N2CCOCC2)cc1 (stereo not drawn),5%,-5%,/
Cc1ccc(N(C)S(=O)(=O)c2c[nH]c3ccc([N+](=O)[O-])cc23)cc1,-12%,-8%,-16%
COC(=O)CN1C(=S)N(c2ccc(Cl)cc2)C(=O)C1CC(=O)Nc1ccccc1 (stereo not drawn),12%,-15%,-9%
O=C1N(Cc2ccc(F)cc2)CCN1c1ccc(F)cc1,-10%,0%,8%
Cc1cc(C)cc(NC(=O)Cn2c(-c3ccccc3Cl)nc3ccccc32)c1,-18%,?,12%
O=C(NCCCN1CCOCC1)C(C(=O)NCCCN1CCOCC1)c1ncc(C(F)(F)F)cc1Cl,0%,-17%,2%
CCOc1cc2c(cc1OCC)C(C(=O)O)C(c1cc(Br)c(O)c(OC)c1)N(C)C2=O (stereo not drawn),6%,-12%,-14%
Cn1nc(N)c2c(-c3ccc(Cl)cc3)c(C#N)c(N)nc21,-3%,?,-13%
N#Cc1cccc(NC(=O)COC(=O)CCc2nc3ccccc3c(=O)[nH]2)c1,0%,4%,-9%
c1ccc(Nc2cccc3c(Nc4ccccc4)cccc23)cc1,-8%,-22%,17%
CC1CCN(C(=O)c2ccccc2SCC(=O)NCC2CCCCC2)CC1,-2%,?,2%
O=C(CN1C(=O)CCc2cc(S(=O)(=O)N3CCOCC3)ccc21)NCc1ccc(Cl)cc1,-9%,-17%,/
NC(=O)c1cc([N+](=O)[O-])c(Cl)cc1NCc1cccnc1,8%,?,-10%

# An excerpt. The share of hits here may be higher or lower than overall.
